# Assay outcomes: PubChem, NCI
# Growth percent in the NCI-60 one-dose screen (48 h, 10 µM unless noted): 100 = growth as untreated, 0 = no growth, -100 = all killed.
# OVCAR-8 = OVCAR-8 ovarian cancer | actives 4.4% (n = 81,000) | AID 1794782
# OVCAR-3 = OVCAR-3 ovarian cancer; actives 7% (n = 79,000); AID 1794787
# A498 = A498 renal cancer cells; actives 5.4% (n = 76,000); AID 1794774
# RXF 393 = RXF 393 renal cancer cells; actives 6.9% (n = 77,000); AID 1794773
# ACHN = ACHN renal cancer; actives 4.9% (n = 81,000); AID 1794771
# OVCAR-5 = OVCAR-5 ovarian cancer; actives 2.9% (n = 82,000); AID 1794783
# CAKI-1 = CAKI-1 renal cancer. actives 4.7% (n = 75,000). AID 1794772
# TK-10 = TK-10 renal cancer cells | actives 3.9% (n = 81,000)
# * hit, by the source's call; x = not tested or not shown; & = joins results of further samples; [ ] = remark or other dose. Rule for the calls: active = growth percent below 10; inactive = the rest.
SMILES,OVCAR-8,OVCAR-3,A498,RXF 393,ACHN,OVCAR-5,CAKI-1,TK-10
CC(C)COC(c1ccccc1)c1ccccc1,96,114,119,115,117,109,102,104
CC(C)(C)Nc1c(-c2c3ccccc3cc3ccccc23)nc2ccccn12,67,72,88,82,78,79,50,76
CCNC(=O)c1[nH]cc(-c2ccccc2)c1-c1cc(OC)c2c(c1OC)OCO2,99,104,77,102,99,98,75,106
Cc1c(Cl)cccc1Nc1ncccc1C(=O)OCC(O)CO (stereo not drawn),107,112,105,99,97,101,95,113
FC(F)(F)c1cc(NC2=NCCN=C(Nc3cc(C(F)(F)F)cc(C(F)(F)F)c3)SS2)cc(C(F)(F)F)c1,49,26,58,78,43,102,48,58
Cc1nc2n(c(=O)c1CCN1CCC(c3noc4cc(F)ccc34)CC1)CCC[C@@H]2O,97,106,81,108,96,89,102,109
CN1CCN(C(=O)Nc2ccc([N+](=O)[O-])cc2)CC1,91,x,92,x,107,141,x,116
Cc1nc(N)nc(C)c1-c1ccc(C#N)cc1,107,99,100,x,97,99,88,106
N#Cc1ccc(/C=N/N=C2\C(=O)Nc3ccc(F)cc32)cc1,102,114,96,x,110,111,x,103
COc1ccccc1/C=N\NC(=S)Nc1ccc(F)cc1,79,70,67,88,88,94,88,98
COc1cc(/C=C2\CN(S(=O)(=O)c3ccc(C)cc3)C/C(=C\c3cc(CN4CCCC4)c(O)c(OC)c3)C2=O)cc(CN2CCCC2)c1O,8.0*,-28*,41,-88*,1.6*,-2.7*,24,25
COc1ccc(C(=S)N2CCN(c3ccccc3)CC2)cc1OC,107,104,102,128,103,109,96,109
CN(C)c1ccc(-c2nc(-c3ccccc3)c(-c3ccccc3)[nH]2)cc1,97,114,82,104,94,122,85,100
COc1ccc(C(C)=C(c2ccc(OCCN3CCCCCC3)cc2)c2ccc(OCCN3CCCCCC3)cc2)cc1,0.8*,-47*,28,-82*,-58*,23,-46*,27
CCCCCCCOc1c(C(=O)O)cccc1[N+](=O)[O-],94,99,93,113,109,109,x,77
O/N=C(/CSc1nnc(-c2ccc(Cl)cc2)o1)c1ccc(Cl)cc1,102,89,73,85,90,111,97,102
O=C(O)c1ccccc1Nc1cccc(C(F)(F)F)c1,97&103,94&99,89&98,116&93,104,98,84&71,109&119
Cc1c(Cc2ccccc2)[n+](=O)c2ccccc2n1[O-],99,109,103,107,101,101,99,106
CC1CCCC1C(=O)O (stereo not drawn),110,112,x,x,108,103,92,93
O=S(=O)(O)c1ccc2cc(O)c(O)cc2c1,109,106,98,114,98,164,105,102
CC(c1nnnn1-c1ccc(Br)cc1)N1C(=O)c2ccccc2C1=O (stereo not drawn),104,109,105,121,97,96,96,103
COc1ccc(-c2nc3sccn3c2-c2cc(-c3cc(OC)c(OC)c(OC)c3)on2)cc1,95,76,74,110,99,124,127,162
CCNC(=O)[C@H](O)[C@@H](N)Cc1ccccc1,100,114,90,115,99,99,95,95
CCOC(=O)N1C2C=CC(C2)N1C(=O)OCC,96,117,112,120,100,95,91,111
C#C[C@]1(O)CC[C@H]2[C@@H]3CC=C4c5sc(Nc6ccc(Cl)cn6)nc5CC[C@]4(C)[C@H]3CC[C@@]21C,50,74,-6.6*,-53*,54,76,29,x
O=S(=O)(Nc1nnc(-c2ccncc2)s1)c1ccccc1,105,105,88,103,100,100,103,103
O=[N+]([O-])c1ccc(Br)c(I)c1,101,111,81,107,95,105,100,99
COc1ccc(C2CC(c3c(C)oc4c(OC)c5occc5c(OC)c4c3=O)=NN2)cc1OC (stereo not drawn),105,115,69,98,96,93,90,117
CC(=O)N1CC(=O)NC1=S,103,110,x,104,103,97,93,102
CCOC(=O)C1[C@@H]2C(=O)N(Cc3ccc4c(c3)OCO4)C(=O)[C@@H]2[C@H](c2cn(-c3ccccc3)nc2-c2ccccc2)N1Cc1ccccc1 (stereo partly drawn),100,94,80,82,91,90,83,102
CSc1nc2nc(Cl)c(Cl)nc2[nH]1,108,121,x,99,101,97,84,102
CC(C)OC(=O)c1ccc2n1CCc1cnc(Nc3ccccc3)nc1-2,89,97,47,82,78,79,76,104
N/C(=N\c1nc2ccccc2s1)NC(=O)NC1CC1,103,105,96,103,98,103,86,112
COc1ccc(C(c2ccc(OC)c(OC)c2)c2ccc(OC)c(OC)c2)cc1OC,94,105,88,104,110,100,98,114
COc1ccc(/C=N/N=C2c3ccccc3-c3ccccc32)cc1O,97,105,85,95,88,85,92,107
N#Cc1c(N=Cc2ccc(N3CCOCC3)cc2)oc(-c2ccccc2)c1-c1ccccc1,105,111,86,102,99,97,88,98
C=C(Cl)c1c(C)cc(C)c(CC#N)c1C,106,106,121,118,105,97,x,92
CSc1n[nH]c2nc(-c3ccc(C)cc3)[nH]c(=O)c12,116,113,84,x,102,104,95,109
COc1cc(NCC(O)CN2CCCCC2)c2ncccc2c1 (stereo not drawn),107,87,67,x,91,108,106,105
c1ccc(-c2nc3ccccc3[nH]2)nc1,100,119,96,110,102,110,90,110
O=S(=O)(Cl)c1cc(Cl)ccc1Cl,106,104,108,120,108,114,103,107
CC1CC/C(=N\N(C)C)c2ccccc21 (stereo not drawn),120,104,101,100,93,89,x,135
COc1ccc(NC(=O)CSc2nnc(-c3ccc(-c4nc5ccc(C)cc5[nH]4)cc3)o2)cc1OC,102,110,79,x,103,101,99,127
COc1ccc(NC(=O)COC(=O)c2ccc(C)s2)cc1S(=O)(=O)N1CCCCC1,93,108,124,99,94,91,102,137
Cc1oc2ccccc2[n+]1C,100,97,102,107,113,116,96,110
CC(=O)Nc1cc(-c2ccccc2)ccc1O,94,98,91,106,114,119,102,113
C[C@]12CC[C@@H]3c4ccc(O)c(N)c4CC[C@H]3[C@@H]1CC[C@@H]2O,104,100,96,116,x,117,x,135
Cc1nn(-c2ccccc2)c(N2CCOCC2)c1-c1nc2ccccc2[nH]1,98,81,71,91,86,101,76,141

# 5 entries already listed, sorted by molecular weight, largest number first:
SMILES,OVCAR-8,OVCAR-3,A498,RXF 393,ACHN,OVCAR-5,CAKI-1,TK-10
CCOC(=O)C1[C@@H]2C(=O)N(Cc3ccc4c(c3)OCO4)C(=O)[C@@H]2[C@H](c2cn(-c3ccccc3)nc2-c2ccccc2)N1Cc1ccccc1 (stereo partly drawn),100,94,80,82,91,90,83,102
COc1ccc(NC(=O)CSc2nnc(-c3ccc(-c4nc5ccc(C)cc5[nH]4)cc3)o2)cc1OC,102,110,79,x,103,101,99,127
CC(C)(C)Nc1c(-c2c3ccccc3cc3ccccc23)nc2ccccn12,67,72,88,82,78,79,50,76
CC(C)OC(=O)c1ccc2n1CCc1cnc(Nc3ccccc3)nc1-2,89,97,47,82,78,79,76,104
CSc1nc2nc(Cl)c(Cl)nc2[nH]1,108,121,x,99,101,97,84,102

# Returning to the listing; the seven compounds before the break are reprinted first.
SMILES,OVCAR-8,OVCAR-3,A498,RXF 393,ACHN,OVCAR-5,CAKI-1,TK-10
CC1CC/C(=N\N(C)C)c2ccccc21 (stereo not drawn),120,104,101,100,93,89,x,135
COc1ccc(NC(=O)CSc2nnc(-c3ccc(-c4nc5ccc(C)cc5[nH]4)cc3)o2)cc1OC,102,110,79,x,103,101,99,127
COc1ccc(NC(=O)COC(=O)c2ccc(C)s2)cc1S(=O)(=O)N1CCCCC1,93,108,124,99,94,91,102,137
Cc1oc2ccccc2[n+]1C,100,97,102,107,113,116,96,110
CC(=O)Nc1cc(-c2ccccc2)ccc1O,94,98,91,106,114,119,102,113
C[C@]12CC[C@@H]3c4ccc(O)c(N)c4CC[C@H]3[C@@H]1CC[C@@H]2O,104,100,96,116,x,117,x,135
Cc1nn(-c2ccccc2)c(N2CCOCC2)c1-c1nc2ccccc2[nH]1,98,81,71,91,86,101,76,141
c1ccc2[nH]c(-c3ccncc3)nc2c1,112,101,117,109,88,107,116,116
O=c1[nH]nc(-c2ccccc2)c2c(-c3ccccc3)onc12,54,-16*,7.8*,12,48,59,29,62
CC(C)OC(=O)CC[C@H](N)C(=O)O,106[20 µM],120[20 µM],95[20 µM],110[20 µM],107[20 µM],93[20 µM],93[20 µM],83[20 µM]
COc1ccc(/C(C)=C(\c2ccc(Cl)cc2)c2ccc(OCCCN(C)C)cc2)cc1,85,89,93,70,92,83,67,95
CCCCCCCCCCCC1=NC(C)(C)CN1CC(C)O (stereo not drawn),82,74,100,29,80,93,70,92
COc1cc(NC(C)CCCNC(C)C)c2ncccc2c1OC (stereo not drawn),91,70,61,95,104,91,88,105
COC(=O)C1=C(C(=O)OC)[C@@H]2CCC[C@H]1[C@H]1[C@@H]2N=NN1c1ccccc1,108,99,106,108,107,109,96,93
CCCCCCCCN(CCCCCCCC)CCCCCCCC,103,108,x,98,105,94,102,107
O=C(NNC(=O)c1ccc(OCc2nc3ccc(Cl)cc3[nH]2)cc1)Nc1ccc(Cl)cc1,103,145,130,125,107,104,101,134
CCOC(=O)C(C)(C)[N+](=O)[O-],105,99,x,106,114,107,96,100
O=S(=O)(O)c1ccc(Cl)cc1,101,103,110,123,104,103,x,88
COc1ccc(-c2cs/c(=N\N=C\c3ccc(C#N)cc3)n2-c2ccccc2)cc1,97,88,85,105,90,104,86,120
C/C(O)=C(\C=N\C(N)=S)C(=O)Nc1ccccc1C,99,110,104,103,99,107,98,106
C/C(=N/NC(=O)c1ccncc1)c1ccc(Cl)c(Cl)c1,115,119,105,105,103,109,110,104
COc1cncc(-c2ccc3ncnc(N4CCc5ccc(Cl)cc54)c3c2)n1,114,102,201,106,107,122,101,109
CCCCCCCC/C=C\CCCCCCCCCCCCOc1cccc(CCOP(=O)(O)OCC[N+](C)(C)C)c1,104,116,94,118,105,97,96,96
CS(=O)(=O)c1ccc(NC(=O)c2ccccc2)nc1,107,110,92,106,111,108,106,93
OCCN(CCO)Cc1cc(O)c(CN(CCO)CCO)cc1O,99,110,97,107,102,114,101,100
N#C/C(=C\c1c(-c2ccccc2)[nH]c2ccccc12)C(=O)c1ccc(Cl)cc1,47,-33*,-3.5*,29,49,63,60,68
C=CCn1c(SCC(=O)Nc2ccc(C(=O)/C=C/c3cc(OC)c(OC)c(OC)c3)cc2)nnc1-c1ccc(OC)c(OC)c1,105,96,92,107,109,125,x,98
NCCSC(c1ccccc1)(c1ccccc1)c1ccccc1,25,2.3*,24,-7.9*,46,13,16,55
COc1ccc(OC)c(-c2nc(SCC(=O)c3ccccc3)nc(Nc3ccc(S(N)(=O)=O)cc3)c2C#N)c1,93,x,69,74,93,98,77,100
C#CCOc1ccc2nc(CCl)c(Cl)c(Nc3cccc(C(F)(F)F)c3)c2c1,83,78,104,84,52,104,77,90
COc1ccccc1Nc1nc(N)nc2c1CCc1occc1-2,101,113,78,113,110,100,x,79

# 2 compounds drawn at random from those above:
SMILES,OVCAR-8,OVCAR-3,A498,RXF 393,ACHN,OVCAR-5,CAKI-1,TK-10
COC(=O)C1=C(C(=O)OC)[C@@H]2CCC[C@H]1[C@H]1[C@@H]2N=NN1c1ccccc1,108,99,106,108,107,109,96,93
COc1ccc(C(c2ccc(OC)c(OC)c2)c2ccc(OC)c(OC)c2)cc1OC,94,105,88,104,110,100,98,114

# The listing continues.
SMILES,OVCAR-8,OVCAR-3,A498,RXF 393,ACHN,OVCAR-5,CAKI-1,TK-10
COc1ccc(C(c2c[nH]c3ccccc23)N2CCCC2)cc1 (stereo not drawn),94,109,96,92,89,88,87,103
c1ccc2c(c1)ncn2-c1nc2ccccc2n2c1nc1ccccc12,81,90,82,89,63,81,62,80
NCCCCCCNc1cc(-c2cccc(OC(F)(F)F)c2)nc2ccc(N3CCCC3)cc12,2.6*,-82*,x,-91*,-17*,13,-46*,-44*
CCC1C(=O)COC1=O (stereo not drawn),97,109,91,122,103,108,92,90
Cc1[nH]c2ccccc2c1C1c2ccccc2C=CN1C(=O)C(C)(C)C (stereo not drawn),102,120,106,x,100,95,83,115
O=C1/C(=C\c2ccc3ccccc3c2)Sc2ccc(Cl)cc21,104,102,99,102,91,103,73,106
CC1=C(C(=O)O)N2C(=O)[C@@H](NC(=O)[C@H](N)C3=CCC=CC3)C2SC1 (stereo partly drawn),117,x,126,109,98,99,102,x
CCOC(=O)/C(=C\c1cccc(OC)c1)C(C)=O,95,114,113,111,100,107,105,108
COc1cc(/C=C/C(=O)/C=C/c2cc(OC)c3c(c2OC)OCO3)c(OC)c2c1OCO2,2.5*,0.3*,43,17,25,82,30,13
CCOc1ccc2ccccc2c1,101,107,92,120,110,107,105,98
COc1ccc(C2CC(c3ccccc3O)=NN2c2ccc(S(N)(=O)=O)cc2)cc1OC (stereo not drawn),82,83,89,68,78,94,x,102
CN1CCc2c(Cc3ccc(C(=O)NO)cc3)c3ccccc3n2C1,47,85,48,83,90,59,102,x
Nc1ccc(C(=O)Oc2ccc([N+](=O)[O-])cc2)c(O)c1,105,101,115,112,106,100,104,104
O=C(c1ccccc1)C(Cl)C(Cl)c1ccccc1 (stereo not drawn),-1.8*,2.8*,103,17,-71*,113,38,-8.9*
O=C1/C(=C/c2ccc([N+](=O)[O-])cc2)SC(=NC2CCCCC2)N1Nc1ccccc1,63,x,39,63,61,81,58,97
CC(C)CC(=O)C1CCCC1,106,109,112,111,103,100,47,124
Cc1ccc(/C=N/Nc2nc(Nc3ccccc3)nc(-n3nc(C)cc3C)n2)cc1,22,14,58,56,35,59,-21*,3.5*
O=C(CSc1nnc(-c2ccc3nc(-c4ccccc4)[nH]c3c2)o1)Nc1ccccc1,96,103,81,x,98,103,90,125
Cc1nc(Cc2ccccc2)sc1CC#N,106,116,104,122,101,102,106,96
COc1ccc2c(c1)C(=O)CC(c1ccccc1)O2 (stereo not drawn),102,119,x,114,103,101,112,114
CCOP(=O)(OCC)OC[C@]12CCC(C)(C)C=C1[C@H]1CC[C@@H]3[C@@]4(C)CC[C@H](OP(=O)(OCC)OCC)C(C)(C)[C@@H]4CC[C@@]3(C)[C@]1(C)CC2,-27*,-86*,-8.9*,x,-8.2*,-27*,-63*,-18*
O=[N+]([O-])c1ccc2c(N3CCC(CCCC4CCN(c5ncnc6cc([N+](=O)[O-])ccc56)CC4)CC3)ncnc2c1,48,66,42,103,65,97,48,82

# A portion of the library (hit frequency here may not be typical).
